KOR beta-arrestin-1: KOR agonists, beta-arrestin recruitment, primary screen, cell-based, luminescence, uHTS (AID 1777); Kappa-type opioid receptor (Homo sapiens); KOR beta-arrestin recruitment, luminescence; higher % means a stronger effect; one-dose activation, % at 10 µM; EC50 in µM for titrated hits; actives 0.02% (n = 280,000); in the data active means activation above about 50%, passing the limit was not always enough; further: a part of the inactive calls stands beside numbers as strong as those of hits
LYP phosphatase: inhibitors of LYP phosphatase, biochemical, fluorescence intensity, uHTS (AID 1779); Tyrosine-protein phosphatase non-receptor type 22 (Homo sapiens); recombinant LYP phosphatase, fluorescence intensity; higher % means a stronger effect; inhibition, % at 11.5 µM, or IC50 in µM where a hit was titrated; actives 0.054% (n = 290,000);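 further: plate controls were vehicle with enzyme for no effect and no enzyme for full effect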
NOD1 inhibition: NOD1 signaling inhibitors, primary screen, cell-based, luminescence, uHTS (AID 1578). NOD1-driven NF-kB luciferase reporter cells, luminescence; higher % means a stronger effect. actives 1% (n = 290,000). one-dose inhibition, % at 4 µM; EC50 in µM for titrated hits; in the data active means inhibition mostly above about 36%, no sharp cut-off; inactive means mostly below about 34%;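 further: HEK-293T reporter cells stimulated with the NOD1 agonist gamma-tri-DAP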
NOD2 inhibition: NOD2 signaling inhibitors, cell-based, luminescence, uHTS, HEK293 (AID 1566); HEK293 NOD2/NF-kB luciferase reporter, luminescence; higher % means a stronger effect; inhibition, % at 4 µM, or EC50 in µM where a hit was titrated; actives 0.63% (n = 290,000); further: many of its hits are not listed in these tables
Salmonella PhoP GFP: inhibitors of PhoP regulon expression, primary screen, Salmonella Typhimurium, GFP reporter (AID 1863); one-dose inhibition, % at 50 µM; IC50 in µM for titrated hits; actives 0.16% (n = 300,000); S. Typhimurium PhoP-regulated promoter GFP reporter, 4 h; higher % means a stronger effect;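 active means inhibition over 29.93%, a cutoff 3 SD above the screen mean, later confirmed by dose response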;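 further: 0% = low Mg2+ inducing control and 100% = high Mg2+ repressing control; strong numbers were not always called active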
KOR beta-arrestin-2: KOR antagonists, beta-arrestin recruitment, cell-based, luminescence, uHTS (AID 1778) | Kappa-type opioid receptor (Homo sapiens) | KOR beta-arrestin recruitment, luminescence, antagonist mode; higher % means a stronger effect | inhibition, % at 10 µM, or IC50 in µM where a hit was titrated | actives 0.091% (n = 290,000); further: strong numbers were not always called active
SIAH1 antagonists: Siah-1 peptide-binding antagonists, primary screen, biochemical, fluorescence polarization, rhodamine-plectin, uHTS (AID 1817); E3 ubiquitin-protein ligase SIAH1 (Homo sapiens); Siah-1 / rhodamine-plectin peptide fluorescence polarization; higher % means a stronger effect; one-dose displacement, % at 20 µM; IC50 in µM for titrated hits; actives 0.02% (n = 290,000);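 active means displacement of at least 50% at 20 µM, with a fluorescence ratio check between 0.3 and a set limit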;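 further: plate controls were Siah plus tracer with DMSO for no effect and tracer alone without Siah for full effect; strong numbers were not always called active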
Myeloid diff MLP: induction of myeloid progenitor differentiation, primary screen, cell-based, flow cytometry, MLPCN library | AID 624256, 2012 | ER-HoxA9 myeloid progenitors, lysozyme-GFP differentiation | actives 1% (n = 360,000) | calls only at 10 µM;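 active means normalized GFP-positive differentiation at or above the plate's own cutoff, the solvent-only control mean plus 3 SD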;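 further: cells exposed to compound for four days before flow analysis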
HIV fusion peptide: inhibitors of HIV fusion peptide binding, primary screen, biochemical, uHTS, fluorescence dequenching (AID 1986). cell-free peptide binding, fluorescence dequenching, 30 min; higher % means a stronger effect. one-dose inhibition, % at 20 µM; IC50 in µM for titrated hits. actives 0.3% (n = 290,000); in the data active means inhibition mostly above about 52%, no sharp cut-off; inactive means mostly below about 76%; further: some results filed as inactive read as strong as hits
Myeloid diff MLP GFP+ MAC1+ %: also measured in Myeloid diff MLP; calls as there; GFP+ MAC1+ double positive, %; measured here: differentiation confirmed by MAC1 staining
Active calls of the source: *; i = inactive; / = no result given; + = active, no number; [ ] = dose if it differs, or a comment. Unless noted, no stated cut-off is given here; in the data, active means inhibition above about 50%; inactive means the rest. A portion of the library; count on the stated rates, not on these rows.

molecule	KOR beta-arrestin-1	LYP phosphatase	NOD1 inhibition	NOD2 inhibition	Salmonella PhoP GFP	KOR beta-arrestin-2	SIAH1 antagonists	Myeloid diff MLP	Myeloid diff MLP GFP+ MAC1+ %	HIV fusion peptide
Cc1ccc(S(=O)(=O)CC(=O)c2ccccc2)cc1	4.7%	0%	-10%	-10%	-5%	15%	-1%	i	0.7	-1.2%
COc1ccc2c(c1)OC1(C)CC2C(C(=O)c2ccccc2OC)C(=O)N1 (stereo not given)	-0.6%	1%	-35%	3%	10%	-11%	-1%	i	1.9	-1.9%
CSc1ncccc1C(=O)OCC(=O)N1CCOCC1	-6.6%	-7%	2%	4%	12%	29%	5%	i	2.6	-1.1%
CC(=O)Nc1ccc(NC(=O)CSc2nnc(COc3ccccc3C)n2CC2CCCO2)cc1 (stereo not given)	-3.1%	-1%	-32%	2%	-2%	-2%	0%	i	0.2	-1.3%
CCOc1ccc(NC(=O)c2ccc(N3CC4CC(C3)c3cccc(=O)n3C4)c(NC(=O)CCN3CCOCC3)c2)cc1 (stereo not given)	-5.8%	-10%	-5%	-3%	-4%	-25%	0%	i	2.7	1.4%
COc1ccc(CCNC(=O)Cn2cnc3scc(-c4ccccc4)c3c2=O)cc1OC	-1.3%	-7%	-6%	14%	-5%	-10%[20 µM]	1%	i	0.3	-0.7%
c1ccc2nc3c(nc2c1)CCc1nonc1-3	4.9%	0%	-18%	5%	15%	4%	2%	i	4.0	2.7%
NNC(=O)CS(=O)(=O)c1ccc(Cl)cc1	1.5%	-3%	-2%	0%	-7%	9%	0%	i	0.5	-1.4%
COc1ccccc1C(=O)Nc1ccnn1C1CCN(Cc2ccn[nH]2)CC1	6.2%	-5%	-25%	14%	-1%	-19%	4%	i	1.2	2.3%
COC12NC(=O)N(C)C1(OC)C(=O)N(C)C(=O)N2C (stereo not given)	2.6%	-6%	-17%	-6%	10%	20%	-4%	i	0.1	2.8%
COCCn1nnnc1C(c1cc(OC)ccc1OC)N1CCc2ccccc2C1 (stereo not given)	-0.9%	2%	15%	6%	-1%	-15%	4%	i	1.1	2.3%
O=C(CCNS(=O)(=O)c1ccc(Cl)cc1)N1CCCC1	-3.9%	-3%	-20%	-15%	0%	8%	4%	i	0.5	-0.5%
Cc1ccc(S(=O)(=O)NC(=O)NC(C)c2ccc(F)cc2)cc1 (stereo not given)	15%	-7%	-26%	-4%	-7%	-31%	-2%	i	1.2	-0.7%
O=C(NC(=S)Nc1nc(-c2cccc([N+](=O)[O-])c2)cs1)c1cc(Cl)ccc1Cl	0.9%	1%	13%	42%	-2%	-34%[20 µM]	2%	i	0.8	-1.1%
O=C(Nc1cccc(NC(=O)c2cccnc2)c1)c1ccccc1	-1.2%	-7%	-12%	2%	-6%	4%	1%	/	/	1.2%
COC(=O)C1=C(C)NC(C)=C(C(=O)OC)C1c1ccco1	0.4%	-10%	-6%	10%	6%	17%	3%	i	0.4	-1.9%
CC(=O)c1cccc(NC(=O)c2cnccn2)c1	7.8%	-6%	-22%	3%	1%	-38%[20 µM]	-3%	i	1.0	-0.9%
COc1ccc(-c2cc(C(=O)N/N=C/c3cccnc3)c3cc(C)cc(C)c3n2)cc1	-2.2%	1%	-16%	-6%	5%	2%	-3%	i	2.7	0.2%
Cc1ccc(F)c(NC(=O)c2cncn2-c2ccccc2)c1	0.3%	0%	-28%	16%	1%	-15%	7%	i	0.6	-0.8%
COc1ccc(C)cc1-n1c(N)c(C#N)c(C#N)c1-c1ccc(OC)c(OC)c1OC	-3.2%	0%	-27%	7%	5%	7%	-2%	i	0.9	0.3%
O=S(=O)(NC1CCCCC1)c1ccc(F)c2ccccc12	3.4%	6%	-5%	-5%	4%	-37%	0%	i	0.6	-0.1%
COc1ccc(S(=O)(=O)N2CCC(C(N)=O)(N3CCCCC3)CC2)cc1OC	5.1%	-7%	-7%	7%	2%	-37%	-4%	i	0.9	-0.3%
COc1ccccc1CN(C)CC(=O)Nc1cccc2ccccc12	-2.7%	-8%	-2%	1%	6%	0%	-1%	i	0.5	1.2%
COc1cc(Cl)ccc1OCc1cc(C(=O)NC(C)Cc2cccnc2)no1 (stereo not given)	4.5%	-3%	-20%	20%	-7%	-31%	-2%	i	0.8	3.2%
CCOc1ccccc1N(CC(=O)NCCSc1ccccn1)S(=O)(=O)c1ccc(C)cc1	3.9%	-6%	43%	24%	2%	41%	-2%	i	0.4	2.6%

(listing goes on)
molecule	KOR beta-arrestin-1	LYP phosphatase	NOD1 inhibition	NOD2 inhibition	Salmonella PhoP GFP	KOR beta-arrestin-2	SIAH1 antagonists	Myeloid diff MLP	Myeloid diff MLP GFP+ MAC1+ %	HIV fusion peptide
Cc1cc(C)n(S(=O)(=O)c2ccc(C)c(C)c2C)n1	1.8%	0%	-14%	4%	0%	16%	1%	i	1.2	-1.2%
CCn1cc(C(=O)NP(=O)(Nc2ccc(C)cc2)Nc2ccc(C)cc2)c2ccccc21	-1.6%	1%	-10%	-15%	-15%	38%	1%	i	0.4	2.1%
N#Cc1c(N)oc(-c2ccccc2)c1-c1ccccc1	5.7%	-6%	8%	-1%	0%	-2%	-2%	i	0.9	-0.8%
Cc1c(C)c2ccc(O[C@@H]3O[C@H](CO)[C@@H](O)[C@H](O)[C@H]3O)c(C)c2oc1=O	1.4%	-8%	-3%	-1%	3%	-6%	-1%	i	0.8	0.7%
CCC(NC(=O)c1cccc(Cn2cc([N+](=O)[O-])cn2)c1)c1ccc(C(C)C)cc1 (stereo not given)	7.2%	-4%	16%	-33%	9%	-9%	-2%	i	4.5	0.5%
O=C(O)c1ccc2c(c1)C(=O)N(c1ccccc1-c1ccccc1)C2=O	-3.6%	-5%	10%	3%	-2%	-16%[20 µM]	2%	i	0.6	-0.6%
O=C(CNC(=O)c1cccc(F)c1)N/N=C/c1cccs1	-3.5%	-3%	-3%	-19%	11%	33%	-3%	i	0.3	-2.5%
O=c1c2c(nc3nc(COc4ccccc4)[nH]n13)CCC2	-1.9%	-1%	-21%	2%	-5%	47%	5%	i	1.1	3.7%
Cc1noc(C)c1-c1nnc(-c2ccc(OC(F)(F)F)cc2)o1	0.0%	-4%	-4%	-8%	-7%	-12%	2%	i	0.5	0.8%
CC(=O)Nc1ccc(NC(=O)Cn2cc3c(n2)CCCC3)cc1	1.8%	-6%	-18%	5%	-11%	19%	6%	i	0.9	-1.1%
O=C(NC1CCCCC1)N(Cc1cc2cc3c(cc2[nH]c1=O)OCCO3)CC1CCCO1 (stereo not given)	-1.9%	-3%	-16%	2%	4%	9%	0%	i	0.5	0.2%
O=c1[nH]cc(-c2ccc(Br)cc2)n1Cc1ccccc1	0.0%	-3%	5%	-3%	11%	11%	5%	i	1.7	-2.5%
CC(=O)c1cccc(NC(=O)Nc2ccc(C(=O)N3CCCC3)cc2)c1	-0.5%	2%	43%	39%	-12%	21%	8%	i	1.1	-1.7%
CCN(CC)S(=O)(=O)c1cccc(-c2csc(C)n2)c1	-5.1%	-1%	2%	28%	-9%	7%	-5%	i	0.1	-0.6%
COc1ccc(CNC(=O)C2CCN(S(=O)(=O)N3CCCC3)CC2)c(OC)c1	-1.2%	-6%	6%	-16%	3%	-26%	-1%	i	1.0	-1.4%
Cn1cc(/C=N/NC(=O)c2ccccc2O)c2ccccc21	0.2%	-3%	0%	-24%	-18%	12%	1%	i	0.3	-2.3%
Cc1ccc(-c2cc(C(=O)O)c3ccccc3n2)s1	-0.9%	-7%	0%	-34%	-3%	-19%	1%	i	0.9	2.9%
COc1ccc(/C=N/Nc2nc(-c3ccc(C)cc3)c(C#N)c(=O)[nH]2)cc1	-7.1%	-10%	-8%	11%	-9%	3%[20 µM]	2%	/	/	-0.4%
COc1cc(SC)ccc1C(=O)Nc1ccc(OCC(=O)N2CCOCC2)cc1	0.0%	2%	-4%	-45%	/	-37%	-4%	i	0.9	1.3%
O=C(O)Cc1ccc(NC(=S)Nc2ccc(Br)cc2Cl)cc1	2.0%	-6%	1%	15%	-12%	2%	4%	i	0.2	-1.8%
CC(C)CNC(=O)CSc1nnc(-c2cccc(S(=O)(=O)N3CCCCC3)c2)o1	-2.6%	-4%	29%	-13%	3%	13%	-1%	i	1.0	0.5%
COc1cc(OC)cc(-c2n[nH]c(=S)n2-c2cc(OC)ccc2OC)c1	-4.3%	-8%	-15%	-1%	-5%	2%	5%	i	0.4	-0.4%
O=C(Nc1cc(Cl)ccc1Cl)C1CCCO1 (stereo not given)	-5.7%	-9%	-22%	-3%	-2%	8%[20 µM]	4%	i	1.5	-1.1%
COc1cc(CNC2CCCCCC2)cc(OC)c1OC	3.6%	0%	-19%	-23%	-1%	14%	0%	i	1.0	0.1%
NS(=O)(=O)c1ccc(CNC(=O)c2cc(-c3cccnc3)nc3ccccc23)cc1	-0.1%	-4%	-22%	11%	3%	-32%	-3%	i	1.2	0.3%

Single records, from the list above. Screens in order: KOR beta-arrestin-1, LYP phosphatase, NOD1 inhibition, NOD2 inhibition, Salmonella PhoP GFP, KOR beta-arrestin-2, SIAH1 antagonists, Myeloid diff MLP, Myeloid diff MLP GFP+ MAC1+ %, HIV fusion peptide
O=C(CNC(=O)c1cccc(F)c1)N/N=C/c1cccs1 in the list: -3.5%, -3%, -3%, -19%, 11%, 33%, -3%, i, 0.3, -2.5%
Cn1cc(/C=N/NC(=O)c2ccccc2O)c2ccccc21 in the list: 0.2%, -3%, 0%, -24%, -18%, 12%, 1%, i, 0.3, -2.3%

Other entries:
molecule	KOR beta-arrestin-1	LYP phosphatase	NOD1 inhibition	NOD2 inhibition	Salmonella PhoP GFP	KOR beta-arrestin-2	SIAH1 antagonists	Myeloid diff MLP	Myeloid diff MLP GFP+ MAC1+ %	HIV fusion peptide
COc1ccccc1OCC(=O)Nc1ccncc1	-0.8%	-7%	-8%	4%	4%	22%	-3%	i	0.7	1.2%
N#Cc1cc(-c2ccccc2)cnc1Sc1ccc(Cl)cc1	10%	2%	/	9%	-1%	-22%	0%	i	0.9	-5.5%
CCN(CC)S(=O)(=O)c1ccc2c(c1)c(C(=O)O)cn2C	-2.9%	-4%	8%	10%	-5%	-47%	-4%	i	0.7	1.9%
CCOc1ccccc1C(C(=O)NCCOC)N(CCOC)C(=O)Cn1nnc2ccccc21 (stereo not given)	-3.9%	-8%	-28%	0%	-1%	-13%	0%	i	0.8	-1.2%
COC(=O)C1=C(O)/C(=C\c2cc(C)n(-c3ccccc3C)c2C)N=C1C	-5.8%	1%	-25%	9%	-1%	-1%	2%	i	2.2	0.0%
O=c1c[n+]([O-])c2ccccc2n1OCc1ccccn1	2.2%	-1%	0%	-1%	-17%	0%	4%	+	1.1*	5.6%
COc1ccc(C2/C(=C(/O)c3ccccc3)C(=O)C(=O)N2C)cc1OC (stereo not given)	-2.5%	-6%	-16%	2%	3%	-8%[20 µM]	-6%	i	0.4	-0.9%
